GSIS activator: GLuc luminescence reporter in INS-1E cells, primary screen for activators of glucose-dependent secretion of insulin. INS-1E GLuc reporter insulin secretion, 2-3 h. AID 743287, 2014. activation, % at 16.6 µM. 0.61% of 370,000 active;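 active means lowest replicate activation of at least 40%, so every replicate reaches that level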;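 further: 0% = median of neutral control wells and 100% = median of IBMX positive control wells; some compounds called inactive have numbers as strong as hits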
FN deposition inh: inhibitors of fibronectin matrix deposition, primary screen, AH1F cells, Alexa488-fibronectin fluorescence, plate reader | inhibition, % at 12.6 µM | AH1F fibroblasts, overnight | AID 743247, 2014 | 0.086% of 350,000 active;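 active means mean inhibition across replicates of 30% or more, regardless of how many single replicates reach that level; inconclusive means mean under 30% yet at least half of replicates reach 30%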;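 further: positive control wells lacked labelled fibronectin entirely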
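Schedule: 1 h cell adhesion before compound, then overnight fibronectin incubation; test system: AH1F fibroblast monolayer depositing Alexa488-labelled fibronectin into matrix; quantity: 10000 AH1F cells per well; probe or stimulus: fluorescent fibronectin at 24 nM final; signal: fluorescence, ex 485 nm, em 525 nm; evaluation: percent inhibition as loss of matrix-bound fibronectin fluorescence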
CFTR F508del cor: F508del CFTR correction, initial screen, CFBE line, single point. activity (quench increase), % at 7.58 µM. 0.36% of 350,000 active. CFBE cells, YFP halide quenching; stimulated with forskolin plus potentiator P3; % fluorescence drop versus neutral controls. AID 720511, 2013;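 active means mean added fluorescence quench of at least 8% versus neutral control, with both replicates also reaching 8%; inconclusive means only one of the mean or replicate conditions met; inactive means mean below 8% and not both replicates reaching 8%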;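 further: cells transiently co-express mutant CFTR-F508del with the halide-sensitive YFP; corrector assay measuring rescue of mutant channel to the surface after 24 h compound exposure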
miR-122 sensor: miR-122 Renilla sensor signal increase in Huh7, primary screen, miR-122 inhibitor project, cell-based, single point, plate reader; activation (reporter increase), % at 12.5 µM; 0.3% of 340,000 active; Huh7 miR-122 Renilla luciferase sensor, 48 h; neutral wells = 0, positive control = 100;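 active means mean replicate activation score at least 90 and every replicate individually at or above 90; inconclusive means only one of the two criteria met; inactive means neither criterion met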;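 further: higher luciferase means less miR-122 activity so hits act as miR-122 inhibitors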
DENV2 CPE: inhibitors of DENV2 cytopathic effect, primary screen, cell-based, plate reader, single concentration. DENV2-infected cells, cytopathic effect rescue. CPE inhibition, % at 9.99 µM. 1.7% of 350,000 active; in the data active means CPE inhibition above about 20%, passing the limit was not always enough; inconclusive means no clear call, values can overlap the other calls; tested in BHK-21 cells;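 further: 0% = median of neutral control wells and 100% = median of positive control wells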
EWS-Fli block: EWS/Fli-driven NR0B1 reporter inhibitors, primary screen, A673 cells, NR0B1 luciferase, luminescence, MLPCN library; AID 651661, 2012; 0.67% of 350,000 active; viability-normalised; inhibition, % at 12.6 µM;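 active means mean inhibition of at least 50% after viability correction, with every replicate also passing that limit; inconclusive means mean reaches 50% but only one of two replicates passes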;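 further: firefly luciferase signal divided by Alamar Blue viability fluorescence both relative to DMSO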
PAX8 reporter: inhibitors of PAX8-driven TPO luciferase reporter, primary screen, RMG-I cells, single concentration; SteadyGlo, 24 h; inhibition, % at 12.6 µM; 1.2% of 360,000 active; AID 652154, 2013;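 active means mean replicate inhibition at least 60% with every replicate also reaching 60%; inconclusive means only one of the two criteria is met; inactive means mean below 60% and not all replicates reaching 60%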;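 further: luciferase light reporting Pax8 driven TPO promoter activity; plate controls were median of neutral control wells for no effect and mitoxantrone controls for full effect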
* = called active by the depositor; ? = inconclusive; . = no result given; [ ] = another dose, or the depositor's remark.

structure,CFTR F508del cor,EWS-Fli block,PAX8 reporter,DENV2 CPE,FN deposition inh,miR-122 sensor,GSIS activator
Cc1ccc(C(=O)CSC2=C(C#N)C(c3ccco3)C3=C(CCCC3=O)N2)cc1 (centres undefined),.,.,4,.,0,28,.
COCC(=O)Nc1ccc2c(c1)[C@H]1C[C@@H](CC(=O)NCc3ccc(-c4ccccc4)cc3)O[C@@H](CO)[C@H]1O2,-0.1,5,18,14,.,1[16.7 µM],-10
CCOC(=O)Oc1ccc(C(=O)OCCCN(C)C)cc1OC,1.0,13,25,5,5,.,-16
COc1ccc(-n2c3c(cc(C(=O)N4CCCCC4)c2=O)C(=O)CC(C)(C)C3)cc1,.,.,-9,.,2,-1,.
Cc1ccc(C)c(NC(=O)C2CCCN(S(=O)(=O)c3cccnc3)C2)c1 (centres undefined),0.2,.,30,0,6,-5,4
CN(C)CC(=O)Nc1ccc2c(c1)[C@H]1C[C@@H](CC(=O)NCC3CC3)O[C@H](CO)[C@H]1O2,-2.1,1,-19,-4,-9,-2[16.7 µM],4
Cc1ccccc1Oc1ccc(Oc2ccccc2C)nn1,-1.7,-102,.,8,.,.,8
O=[N+]([O-])c1ccc(Cl)c(S(=O)(=O)n2ccnc2)c1,-1.9,0,9,-6,-3,10,.
CCc1ccccc1OCC(=O)Nc1ccc(C)c(S(=O)(=O)N2CCCCCC2)c1,-0.6,7,19,.,0,-3,-6
C[C@H]1CN([C@@H](C)CO)C(=O)c2cc(NC(=O)CCC(F)(F)F)ccc2O[C@H]1CN(C)CC1CCCCC1,1.7,1,-19,-6,-6,-1[16.7 µM],-1
COc1ccccc1-c1nc2ccccc2c(=O)n1NC(=O)c1cccs1,.,.,-3,.,-3,-1,15
CCOC(=O)N1CCN(Cc2nc3ccc([N+](=O)[O-])cc3c(=O)n2-c2cccc(OC)c2)CC1,2.4,3,41,4,-2,4,.
CCCNC(=O)NCCc1c(C)[nH]c2ccccc12,0.9,10,37,-5,7,-7,.
COc1ccc(S(=O)(=O)N2CCC(C(=O)N[C@@H](C)C(=O)NCc3ccc(F)cc3)CC2)cc1,0.4,.,6,0,9,2,-14
O=C(Nc1ccccc1)[C@H]1[C@H](CO)[C@H]2Cn3c(cccc3=O)[C@H]2N1C(=O)C1CC1,0.1,1,.,0,.,8[16.7 µM],0
COc1ccc(CN2CCC(n3nccc3NC(=O)C3CCCC3)CC2)c(OC)c1,-1.7,10,-3,-11,-5,.,5
C[C@H]1CN([C@@H](C)CO)C(=O)Cc2cc(NS(C)(=O)=O)ccc2O[C@H]1CN(C)CC1CC1,-0.6,-3,-9,-12,.,12[16.7 µM],10
COc1ccc(NC(=O)CC2C(=O)N(c3cccc(C)c3)C(=O)N2C2CCCCC2)cc1 (centres undefined),.,.,19,.,1,-13,.
COc1ccccc1CNC(=O)C(C)c1ccc([N+](=O)[O-])cc1 (centres undefined),-3.2,-6,-2,1,3,.,16
CCOC(=O)c1ccc(NC(=O)COc2ccccc2CNCCc2ccccc2)cc1,-2.7,19,8,12,11,7,-22
CN(C)C1=NC[C@H](Cc2ccccc2)N1CC1CCCCC1,2.4,-1,-19,4,1,-1,30
O=S(=O)(NCC(c1cccnc1)N1CCN(c2ccc(F)cc2)CC1)c1cccs1 (centres undefined),2.7,2,20,-3,-1,-8,-32
CCCCNC(=O)c1ccc(SCC(=O)N(CC)CC)c([N+](=O)[O-])c1,-0.6,11,18,-6,6,0,2
COc1ccccc1/C=C/C=N/NC(=O)Cc1cccs1,.,.,-54,.,-1,.,14
COc1ccc(OC)c(C(=O)CSc2nnc(Cc3cccs3)n2CCc2ccccc2)c1,5.6,7,.,5,.,34,-44
Cc1c(N)cccc1Cl,2.2,-3,.,0,.,-3,1
CCCCc1ccc(S(=O)(=O)NNC(=S)NCc2ccco2)cc1,.,-8,-1,6,0,-9,0
O=C(NCC(=O)N1CCN(S(=O)(=O)c2ccccc2F)CC1)c1ccc2ccccc2c1,-2.4,-2,10,1,2,.,-23
C=CCOC(=O)C1=C(C)NC(=O)NC1c1ccc2c(c1)OCO2 (centres undefined),1.9,6,0,-2,-5,-2,0
CO[C@H]1CN(C)C(=O)c2ccc(NS(=O)(=O)c3cccc(C)c3)cc2OC[C@@H](C)NC[C@H]1C,-1.1,-2,.,6,-15,3[16.7 µM],4
O=C([C@@H]1[C@@H](CO)[C@@H]2Cn3c(ccc(C4=CCCC4)c3=O)[C@H]1N2)N1CCCCC1,1.5,6,.,-4,.,0[16.7 µM],0
O=S(=O)(N[C@@H]1CC[C@H](CCn2cc(-c3ccc(F)cc3)nn2)O[C@H]1CO)c1ccccc1F,-1.7,6,14,-2,.,.,3
COc1ccccc1-c1cnc2c(c1)C(=O)N([C@H](C)CO)C[C@@H](C)[C@@H](CN(C)Cc1ccccc1)O2,0.6,-10,-8,0,7,0[16.7 µM],-10
O=C(NCC1CCN(c2ccc(S(=O)(=O)N3CCOCC3)cc2)CC1)Nc1ccccc1,0.8,11,5,-2,4,4,-8
CCN1C(=O)CCC(C(=O)O)C1c1ccc(OC)cc1 (centres undefined),-3.2,10,0,4,6,-5,7
COc1cc(CN2CCN(C(C)C)C(CCO)C2)ccc1OCc1ccccc1 (centres undefined),0.4,-27,-18,-8,10,.,-11
CO[C@@H]1CN(C)C(=O)c2cc(NC(=O)c3cccc(F)c3)ccc2OC[C@H](C)N(CC2CC2)C[C@H]1C,0.0,11,-9,3,2,.,-2
COc1cc(S(=O)(=O)N(Cc2cccs2)CC2CCCO2)ccc1-n1cnnn1 (centres undefined),3.6,-2,.,-2,.,34,-6
C[C@@H](O)Cc1cn(CC(=O)NCCCCCCCCCCC(=O)N2CCNCC2)nn1,-7.6,-5,-3,-9,-17,2,.
COc1ccc(S(=O)(=O)Nc2ccc3c(c2)CC(=O)N([C@H](C)CO)C[C@@H](C)[C@H](CN(C)C(=O)Nc2cccc4ccccc24)O3)cc1,-3.6,-13,-15,-8,-8,3[16.7 µM],0
C[C@@H](C(=O)NCC1CC1)[C@H]1C[C@]1(C)[C@H](NC(=O)OCc1ccccc1)c1ccccc1,3.9,-1,-7,-4,-1,2,-37
Cc1c2cnn(CC(=O)NCCCN3CC(C)CC(C)C3)c(=O)c2c(C)n1Cc1ccccc1Cl (centres undefined),1.5,.,4,6,-5,.,2
C/C(=N/NC(=O)CSc1nc2ccccc2s1)c1ccncc1,1.2,-2,13,?,3,.,-1
C[C@@H]1CCCCO[C@H](CN(C)CC2CCCCC2)[C@H](C)CN([C@H](C)CO)C(=O)c2cc(NS(=O)(=O)c3ccc(Cl)cc3)ccc2O1,4.2,63*,95*,-26,.,-27[16.7 µM],-20
COCC#Cc1cnc2c(c1)C(=O)N([C@@H](C)CO)C[C@H](C)[C@@H](CN(C)C(=O)c1cnccn1)O2,0.8,2,.,11,.,0[16.7 µM],29
CCOC(=O)CSc1ccc(C(=O)NCCCN2CCOCC2)cc1[N+](=O)[O-],-0.3,6,-8,-1,-1,-3,11
COc1ccc(C(=O)N/N=C\c2coc3ccc(C)cc3c2=O)cc1,-1.2,3,-25,0,-1,.,14
Cc1c(CC(=O)NCC(=O)O)c(=O)oc2cc3occ(-c4ccccc4)c3cc12,0.5,10,-9,-2,3,.,12
COc1cc(NC(=S)NC(=O)c2ccc(F)cc2)ccc1NC(=O)c1ccco1,.,.,16,.,0,3,34
CN(CCOc1ccc(F)cc1)Cc1ccccc1,-0.2,11,-15,8,-6,-1,5
O=S(=O)(CCOc1ccccc1)c1nc2ccccc2[nH]1,.,.,25,.,3,-12,.
COC(=O)NCC(c1ccco1)N1CCN(c2ccc(OC)cc2)CC1 (centres undefined),0.3,9,-23,-1,1,.,-4
CC(C)NC(=O)Nc1ccc2c(c1)CC(=O)N([C@@H](C)CO)C[C@H](C)[C@@H](CN(C)Cc1ccc(C(=O)O)cc1)O2,-1.6,-3,-5,?,.,-6[16.7 µM],4
CCc1nnc(N/N=C/c2c(C)[nH]c3ccccc23)n1N,-1.3,10,17,4,9,.,-17
O=C(NCc1nc2ccccc2[nH]1)C1=C[C@@H](c2ccc(C(F)(F)F)cc2)C[C@@H](OCCCCO)O1,1.4,2,17,-10,-4,-5,-13
COc1cc(CO)ccc1OCC(=O)Nc1ccc(Br)cc1,1.1,1,-2,-4,-8,.,-1
CC(=O)OCC1OC(n2c(-c3ccc(Cl)cc3)ccc(C#N)c2=S)C(OC(C)=O)C(OC(C)=O)C1OC(C)=O (centres undefined),-0.7,-9,6,-5,2,-1,-33
CCc1nc2c(OCC(=O)c3ccc(Cl)cc3Cl)cccn2c1N(C)C(=O)c1cccs1,-2.1,1,-6,3,-7,-5,-11
Cc1ccc(S(=O)(=O)NCC(c2ccco2)N2CCc3ccccc32)cc1 (centres undefined),-0.2,3,4,-5,-5,.,-17
NC(=S)NN=C1CCSCC1,3.5,-2,-23,-4,-3,-5,.

In the list so far, 2 contain a cyano group.
structure,CFTR F508del cor,EWS-Fli block,PAX8 reporter,DENV2 CPE,FN deposition inh,miR-122 sensor,GSIS activator
Cc1ccc(C(=O)CSC2=C(C#N)C(c3ccco3)C3=C(CCCC3=O)N2)cc1 (centres undefined),.,.,4,.,0,28,.
CC(=O)OCC1OC(n2c(-c3ccc(Cl)cc3)ccc(C#N)c2=S)C(OC(C)=O)C(OC(C)=O)C1OC(C)=O (centres undefined),-0.7,-9,6,-5,2,-1,-33

Next entries follow:
structure,CFTR F508del cor,EWS-Fli block,PAX8 reporter,DENV2 CPE,FN deposition inh,miR-122 sensor,GSIS activator
COc1ccc2nc(-c3ccccc3)nc(C3CCCCC3)c2c1,3.8,-5,-21,-2,4,-2,-7
COc1ccccc1Nc1ccncc1[N+](=O)[O-],.,3,-3,2,11,.,0
O=C(c1ccccc1-n1cccn1)N1CCc2c([nH]c3ccccc23)C1c1ccccn1 (centres undefined),1.4,-17,-30,.,-8,-3,-27
COc1cc(O)c(C(CCN2CCN(c3ccccc3)CC2)c2ccc(N(C)C)cc2)c(OC)c1 (centres undefined),3.1,1,6,13,-8,-5,.
C/C=C/c1cccc(-c2nc(C(=O)N3CCN(C)CC3)cc3c2[C@H](CCO)N(C(=O)NC(C)C)C3)c1,0.5,.,7,-5,-5,.,7
C[C@@H]1CN([C@H](C)CO)C(=O)c2cc(Br)cnc2O[C@H]1CN(C)Cc1cccc(F)c1,-0.1,3,.,-7,-7,-3[16.7 µM],8
Cc1ccc(/C=N/NC(=O)CNC(=O)c2cccs2)o1,0.7,-13,-12,-4,-7,.,-13
O=S(=O)(Nc1cccc(-c2nnco2)c1)c1ccc(Cl)cc1,-1.3,-2,1,3,-3,52,-4
CCS(=O)(=O)c1nc(S(=O)(=O)c2ccc(Cl)cc2)c(NCCCN2CCOCC2)s1,2.2,.,-1,11,7,0,11
CC(=O)/C(N=Nc1ccc(C(=O)O)cc1[N+](=O)[O-])=C(\C)O,2.3,-51,-7,14,-3,1,-5

Source: PubChem BioAssay

An unsorted share of the library. Share with any hit: about 3.9%.
